# Screening results: PubChem, NCI
# NCI-60 one-dose screen, 48 h, at 10 µM unless noted. Numbers give growth in % (100 = growth as untreated, 0 = no growth, -100 = all killed).
# HT29 – HT29 colon cancer. AID 1794748. 81,000 compounds, 7.4% hits
# COLO 205 – COLO 205 colon cancer. 79,000 compounds, 7.3% hits
# KM12 – KM12 colon cancer cells; 82,000 compounds, 5% hits
# NCI-H322M – NCI-H322M lung cancer. 80,000 compounds, 2.7% hits. AID 1794733
# NCI-H226 – NCI-H226 lung cancer; 79,000 compounds, 3.5% hits
# HCT-15 – HCT-15 colon cancer | 82,000 compounds, 5.2% hits
# HCT-116 – HCT-116 colon cancer. AID 1794798. 82,000 compounds, 7.3% hits
# SW-620 – SW-620 colon cancer; 82,000 compounds, 5.2% hits
# NCI-H460 – NCI-H460 lung cancer. 82,000 compounds, 6.8% hits
# The depositor's hits bear a star; · = no result given; & = joins results of further samples. Rule for the calls: active = growth percent below 10; inactive = the rest.
1) CC(=O)c1ccc(NC(=O)C(C)N2CCN(c3cc4c(cc3F)c(=O)c(C(=O)O)cn4C3CC3)CC2)cc1 (stereo not drawn)
2) O=C(COc1cc(O)c2c(=O)cc(-c3ccccc3)oc2c1)Nc1ccccn1
3) c1c[nH]c(CNC2CCCCC2)c1
4) CC(C)(C(N)=O)c1ccccc1
5) CC(=O)Nc1ccccc1S(=O)(=O)O
6) CC(=O)Nc1c(I)c(C(=O)O)c(I)c(N(C)C(C)=O)c1I
7) NS(=O)(=O)c1ccccc1N/C=C/C(=O)c1cc2ccccc2oc1=O
8) Cn1ccc(CNc2nc3ccc(OC/C(=C\F)CN)cc3o2)cc1=O

Assay by compound	1	2	3	4	5	6	7	8
HT29	103	108	105	101&101&103	114	109	107	107
COLO 205	107	119	115	125&111&106	126	105	94	115
KM12	98	94	98	129&103&102	124	112	105	103
NCI-H322M	100	96	104	157&105&96	107	109	96	101
NCI-H226	104	103	102	105&99&100	95	105	84	101
HCT-15	96	98	104	97&104	106	102	96	105
HCT-116	85	72	103	101&93&97	109	105	100	96
SW-620	103	104	102	120&102&104	107	101	92	114
NCI-H460	100	86	105	114&101&103	107	109	91	107

9) O=C(O)c1c(-c2ccc(Cl)c(Cl)c2Cl)nc2n1CCS2
10) Cc1cccc(Nc2ccccc2C(=O)O)c1C
11) CCOP(=O)(OCC)C1CP(=O)(c2ccccc2)CC(C)=C1Cl (stereo not drawn)
12) O=c1c2cc(Nc3nc(-c4ccc(F)cc4)cs3)ccc2nc2n1CCC2
13) COc1cc(C(C)O)ccc1O (stereo not drawn)
14) COc1ccc(C(=O)NCCOc2ccc3c(c2)CCCC(=O)N3)cc1
15) CN(C)CC(O)c1ccc(/C=C/c2ccc(Cl)cc2)cc1 (stereo not drawn)
16) CC(C)CNCC(=O)Nc1ccc(C(=O)OCC(C)C)cc1

Assay by compound	9	10	11	12	13	14	15	16
HT29	106	112&105	118	98	93	112	-70*	90
COLO 205	104	109&115	109	108	119	116	-46*	105
KM12	100	107&107	109	92	108	103	-91*	108
NCI-H322M	100	111&106	98	101	89	97	-9.8*	95
NCI-H226	98	106&104	99	95	103	104	73	101
HCT-15	97	110&106	102	84	105	105	-52*	95
HCT-116	98	115&106	91	105	97	103	-58*	104
SW-620	94	110&109	105	102	103	107	-69*	106
NCI-H460	105	114&110	113	98	113	106	-55*	103

# A different layout for 14 compounds above.
# Screens in order: HT29, COLO 205, KM12, NCI-H322M, NCI-H226, HCT-15, HCT-116, SW-620, NCI-H460
[3] c1c[nH]c(CNC2CCCCC2)c1
→ 105, 115, 98, 104, 102, 104, 103, 102, 105
[4] CC(C)(C(N)=O)c1ccccc1
→ 101&101&103, 125&111&106, 129&103&102, 157&105&96, 105&99&100, 97&104, 101&93&97, 120&102&104, 114&101&103
[5] CC(=O)Nc1ccccc1S(=O)(=O)O
→ 114, 126, 124, 107, 95, 106, 109, 107, 107
[6] CC(=O)Nc1c(I)c(C(=O)O)c(I)c(N(C)C(C)=O)c1I
→ 109, 105, 112, 109, 105, 102, 105, 101, 109
[7] NS(=O)(=O)c1ccccc1N/C=C/C(=O)c1cc2ccccc2oc1=O
→ 107, 94, 105, 96, 84, 96, 100, 92, 91
[8] Cn1ccc(CNc2nc3ccc(OC/C(=C\F)CN)cc3o2)cc1=O
→ 107, 115, 103, 101, 101, 105, 96, 114, 107
[9] O=C(O)c1c(-c2ccc(Cl)c(Cl)c2Cl)nc2n1CCS2
→ 106, 104, 100, 100, 98, 97, 98, 94, 105
[10] Cc1cccc(Nc2ccccc2C(=O)O)c1C
→ 112&105, 109&115, 107&107, 111&106, 106&104, 110&106, 115&106, 110&109, 114&110
[11] CCOP(=O)(OCC)C1CP(=O)(c2ccccc2)CC(C)=C1Cl (stereo not drawn)
→ 118, 109, 109, 98, 99, 102, 91, 105, 113
[12] O=c1c2cc(Nc3nc(-c4ccc(F)cc4)cs3)ccc2nc2n1CCC2
→ 98, 108, 92, 101, 95, 84, 105, 102, 98
[13] COc1cc(C(C)O)ccc1O (stereo not drawn)
→ 93, 119, 108, 89, 103, 105, 97, 103, 113
[14] COc1ccc(C(=O)NCCOc2ccc3c(c2)CCCC(=O)N3)cc1
→ 112, 116, 103, 97, 104, 105, 103, 107, 106
[15] CN(C)CC(O)c1ccc(/C=C/c2ccc(Cl)cc2)cc1 (stereo not drawn)
→ -70*, -46*, -91*, -9.8*, 73, -52*, -58*, -69*, -55*
[16] CC(C)CNCC(=O)Nc1ccc(C(=O)OCC(C)C)cc1
→ 90, 105, 108, 95, 101, 95, 104, 106, 103

# Next section:
17) Nc1nc(N)c2cc([N+](=O)[O-])ccc2n1
18) c1ccc(C[N+]2(Cc3ccccc3)CC[N+](Cc3ccccc3)(Cc3ccccc3)[C@H]3CCCC[C@@H]32)cc1
19) CC(C)=CCc1cc(/C=C2\OC(=O)C(c3cc4c(cc3O)OC(C)(C)CC4)=C2O)ccc1O
20) C#CCOc1ccc(/C=N/Nc2nc(-c3cc4cc(Br)ccc4oc3=O)cs2)cc1
21) CN(C)c1cccc2c(S(=O)(=O)Nc3cccc(-c4csc(NC(=O)CCCN)n4)c3)cccc12
22) NS(=O)(=O)Oc1cccc(-c2nc3sccn3c2-c2ccccc2)c1
23) Cc1cc(C)n(C(=O)CSc2nnc3sc4ccccc4n23)n1
24) Cc1nn2c(-c3nc4cc(Cl)c(Cl)cc4[nH]3)c(-c3ccccc3)nc2s1

Assay by compound	17	18	19	20	21	22	23	24
HT29	99&103	61	106	112	101	27	115	93
COLO 205	113&98	74	112	100	97	70	108	101
KM12	103&114	84	125	69	94	48	99	84
NCI-H322M	101&105	98	106	96	97	90	104	81
NCI-H226	83&94	87	96	48	95	85	100	69
HCT-15	115&105	89	95	75	97	29	109	·
HCT-116	104&110	73	116	81	95	23	102	68
SW-620	99&105	86	101	82	92	35	98	94
NCI-H460	103&110	102	114	85	94	39	102	86

25) Nc1nc(SCCO)c2[nH]cnc2n1
26) CN(C)c1cccc2ccccc12
27) O=C1C=CC(=O)N1Cc1ccccn1
28) CC1CN(S(=O)(=O)c2ncsc2-c2ccccc2)CC(C)O1 (stereo not drawn)
29) Cc1c(C(=O)CN2C3CCC2CC3)c2ccc(CCS(C)(=O)=O)cc2n1-c1ccc(Cl)cc1
30) COc1cccc(-c2nn(C(C)(C)C)cc2-c2ccnc(NCCCNS(=O)(=O)c3ccc(F)cc3)c2)c1
31) COc1ccc(-c2nn(-c3ccccc3)cc2C2CC(c3ccc(Cl)c(Cl)c3)=NN2c2ccc(S(N)(=O)=O)cc2)cc1 (stereo not drawn)
32) N#C/C(=C\c1ccc(Cl)cc1)C(=O)c1ccccc1

Assay by compound	25	26	27	28	29	30	31	32
HT29	88	116	113	105	101	71&109	75	111
COLO 205	101	99	119	105	95	98&128	86	110
KM12	102	108	101	99	96	91&102	67	98
NCI-H322M	105	105	·	99	111	91&110	83	113
NCI-H226	100	85	106	101	102	88&108	85	93
HCT-15	97	98	98	97	101	78&106	70	109
HCT-116	91	93	107	103	93	69&98	57	102
SW-620	101	94	101	101	101	102&107	83	100
NCI-H460	103	92	106	105	109	96&103	65	103

33) CC(/C=N/NC(N)=O)=N\NC(N)=O
34) OCC1OC(n2ccc3c(SCc4ccccc4)ncnc32)C(O)C1O (stereo not drawn)
35) O=C1NC(c2ccccc2)Cc2ccncc21 (stereo not drawn)
36) CCOC(=O)c1nn(-c2ccc([N+](=O)[O-])cc2)c(=N/N=C(\C)c2c(O)c(OC)c3occc3c2OC)s1
37) CCN(CC)CCOC(=O)c1ccc(NC(=O)Nc2cccc(Cl)c2)cc1
38) COc1cc(/C=N/Nc2ncnc3c2c(C)nn3-c2ccc(F)cc2)cc(OC)c1OC
39) Cc1cc2nc3c4cc(N)ccc4n(CCN(C)C)c3nc2cc1C
40) N#CCCn1cnc2c(N)ncnc21

Assay by compound	33	34	35	36	37	38	39	40
HT29	102	91&88	107	112	96	91	14	101
COLO 205	109	108&108	123	134	105	107	-18*	120
KM12	108	105&108	115	101	98	94	17	106
NCI-H322M	108	101&111	107	100	103	87	7.1*	123
NCI-H226	102	97	108	97	100	94	1.8*	96
HCT-15	96	90&96	102	88	96	105	-24*	98
HCT-116	103	101&107	102	95	95	97	5.5*	99
SW-620	100	99&93	109	100	104	112	7.3*	102
NCI-H460	106	103&99	113	106	108	103	0.7*	108

41) COc1cccc(NC(=O)c2cccc(-c3cc(=O)c4c(OC)c(OC)c(OC)cc4o3)c2)c1
42) COc1cc([N+](=O)[O-])c2ncccc2c1O
43) COc1ccc(/C=C2/SC(=O)N(CC(=O)N3CCN(c4cc5c(cc4F)c(=O)c(C(=O)O)cn5C4CC4)CC3)C2=O)cc1
44) C=CCC(C(=O)O)(c1ccccc1)c1ccccc1
45) O=C(O)CCCCCSc1nc(-c2ccccc2)cc(-c2ccccc2)n1
46) COc1cc(/C=C2\Cc3c(Br)cccc3C2=O)cc(OC)c1
47) CSc1ccccc1NC(=O)c1ccc2nn(/C(C#N)=C/c3ccccn3)nc2c1
48) C/C(=C(/c1ccc(O)cc1)c1ccc(OCCN2CCCC2)cc1)c1ccccc1

Assay by compound	41	42	43	44	45	46	47	48
HT29	51	45	99	103	110	103	-92*	-11*
COLO 205	68	-68*	108	102	110	106	-84*	-56*
KM12	54	-2.2*	105	102	104	98	-45*	52
NCI-H322M	80	2.6*	99	98	103	94	25	76
NCI-H226	63	5.2*	·	99	95	87	-97*	83
HCT-15	55	4.4*	109	104	104	103	-63*	35
HCT-116	61	77	100	102	100	89	-97*	41
SW-620	90	59	98	117	107	101	·	68
NCI-H460	60	2.1*	103	110	109	103	-37*	25

49) O=C1c2ccc3c4c(ccc(c24)C(=O)N1CCNCc1ccccc1)C(=O)N(CCNCc1ccccc1)C3=O
50) O=C1CCCN1c1ccc([N+](=O)[O-])cc1
51) CC1=CC(=O)NC2Sc3ccccc3N12 (stereo not drawn)
52) O=C(Nc1ccc(Oc2cccc(F)c2)c(Cl)c1)c1ccnnc1
53) C=C(C)COC(=O)CC(C)=O
54) CC(C)(C)C(CCc1ccc(Cl)cc1)N1CCN(C2CCCCC2)CC1 (stereo not drawn)
55) Cc1ccc(=O)[nH]n1
56) O=C(CC(CC(=O)c1ccccc1)c1ccncc1)c1ccccc1

Assay by compound	49	50	51	52	53	54	55	56
HT29	-17*	68	101	100	112	13	100&108	94
COLO 205	24	107	166	98	126	34	115&111	103
KM12	-43*	84	111	75	105	37	101&103	105
NCI-H322M	-43*	100	97	100	107	83	103&104	95
NCI-H226	115	·	108	69	107	79	100&102	123
HCT-15	-26*	70	96	80	113	38	105&110	119
HCT-116	-18*	81	91	79	97	18	107&107	100
SW-620	3.9*	92	101	99	109	35	103&102	104
NCI-H460	-27*	94	105	89	106	25	107&105	105

57) COc1ccc(/C=N/NC(=O)Cn2c(-c3ccc(S(C)(=O)=O)cc3)nc3cc(Cl)ccc32)cc1
58) CCCCCCCCc1ccc(O)c(N)c1
59) CCN(CC)CCOC(=O)C(c1ccccc1)C1(O)CCCC(C)C1 (stereo not drawn)
60) CN(C)C(=O)OCc1nc2nc(Cl)nc(N3CCOCC3)c2[nH]1
61) NC1=C(c2nn[nH]n2)C(c2ccccc2Cl)c2ccc3ccccc3c2O1 (stereo not drawn)
62) Cc1csc(Nc2nc(-c3cccnc3)nc(C(Cl)(Cl)Cl)n2)n1
63) COc1cc(C2CC(c3cc(OC)c(OC)c(OC)c3)=NN2C=O)ccc1Oc1nc2c(c(=O)n(C)c(=O)n2C)n1C (stereo not drawn)
64) O=C1CNCCN1

Assay by compound	57	58	59	60	61	62	63	64
HT29	3.6*	100	94	109	132	104	95	100
COLO 205	·	103	·	116	87	114	129	122
KM12	13	99	102	102	60	104	107	110
NCI-H322M	51	97	96	99	90	98	107	106
NCI-H226	57	92	78	104	77	115	96	97
HCT-15	17	104	103	101	47	98	102	100
HCT-116	12	98	103	97	63	98	101	101
SW-620	31	106	104	105	49	105	113	104
NCI-H460	7.7*	104	106	118	87	100	102	105

65) Nc1n[nH]c2cccc(C#Cc3cccc(C(=O)Nc4ccc(Cl)c(C(F)(F)F)c4)c3)c12
66) O=C(Nc1ccccc1)Oc1cc(Cl)c(Cl)cc1Cl
67) Nc1cc(Cl)ccc1CN1C(=O)c2ccccc2C1=O
68) COc1cc(-c2nc(SCc3ccc(C)cc3)[nH]c(=O)c2C#N)ccc1OCc1ccccc1
69) CCOC(=O)C1=C(C)N2C(=NC3=C(CCCC/C3=C\c3ccccc3)C2c2ccccc2)S1 (stereo not drawn)
70) CCCCCCCn1ncc2c(Nc3cccc(Br)c3)ncnc21
71) O=[N+]([O-])c1cccc(-c2nc3sccn3c2-c2ccnc(NCCCNS(=O)(=O)c3ccc(Br)cc3)n2)c1
72) C/C(O)=C(/N=Nc1ccccc1)C(=O)O

Assay by compound	65	66	67	68	69	70	71	72
HT29	26	92	106	109	84	101	57	88
COLO 205	29	105	100	119	117	121	41	111
KM12	59	111	102	102	97	99	40	109
NCI-H322M	77	92	97	104	92	101	76	111
NCI-H226	36	95	85	96	·	95	41	101
HCT-15	56	103	93	98	97	90	34	93
HCT-116	29	79	92	112	96	106	57	102
SW-620	62	105	102	107	101	102	98	110
NCI-H460	64	105	99	104	99	100	67	108
